Bioassay records from PubChem BioAssay.
TDP2 absorb: human TDP2 enzyme inhibitors, primary screen, biochemical, epi absorbance, recombinant enzyme; T5PNP hydrolysis, p-nitrophenol absorbance 415 nm; Tyrosyl-DNA phosphodiesterase 2 (Homo sapiens), O95551; 370,000 compounds, 0.34% hits; AID 720702, 2013; inhibition, % at 12.8 µM;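 active = inhibition above the mean of all tested compounds plus 3 SD, set per campaign, cut at about 25% in these data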;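 note: 0% = DMSO with enzyme and 100% = buffer with substrate but no TDP2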
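test system = human TDP2 enzyme | input = TDP2 enzyme at 120 nM final | medium = 50 mM Tris-HCl pH 7.5 with Mg2+, KCl, DTT, BSA | also added = T5PNP substrate, 5 mM | times = 2 h at 37 °C | technique = epi absorbance | benchmarks = high control without enzyme, low control DMSO plus TDP2 | replication = each compound tested once, singlicate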
MBD2 inh: inhibitors of MBD2 binding to methylated DNA, primary screen, biochemical, TR-FRET, DNA-binding domain, human; 370,000 compounds, 0.31% hits; AID 686964, 2013; Methyl-CpG-binding domain protein 2 (Homo sapiens), Q9UBB5; inhibition, % at 4.4 µM; MBD2 binding to methylated oligonucleotide; in the data active = inhibition above about 13%
PRMT1 FP inh: PRMT1 methyltransferase inhibitors, primary screen, biochemical, fluorescence polarization; recombinant PRMT1, activity-based probe fluorescence polarization; inhibition, % at 2.79 µM; 370,000 compounds, 1.3% hits;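 active = inhibition above about 21% made by adding two undisclosed values, limit read from the data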
TCR CD3 inh: inhibitors of human TCR-CD3 interaction, primary screen, biochemical, fluorescence, TAMRA-labeled TCR probe; inhibition, % at 9.4 µM; 360,000 compounds, 0.37% hits; in the data active = inhibition above about 19%;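 note: recombinant mutant TCR 2C K166C tagged with TAMRA read by polarization; 0% = receptor in buffer alone and 100% = receptor with positive control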
SIAE primary: human SIAE inhibitors, primary screen, biochemical, fluorescence polarization, FP-Rh probe, 1536-well HTS | 370,000 compounds, 0.69% hits | AID 1053197, 2014 | inhibition, % at 9.66 µM | Sialate O-acetylesterase (Homo sapiens), Q9HAT2 | SIAE FP-Rh probe binding;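 active = inhibition above a cutoff: mean of compounds within the control limits plus 3 SD of those, cut at about 17% in these data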;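 note: 0% = plate median of compound wells and 100% = probe without SIAE protein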
KLK7 zymogen act: proKLK7 zymogen activators, primary screen, biochemical, fluorescence intensity. AID 652039, 2013. Kallikrein-7 (Homo sapiens), P49862. 370,000 compounds, 0.9% hits. activation, % at 7 µM. purified proKLK7, EDANS-DABCYL substrate fluorescence; 100% is mature enzyme control, 0% vehicle;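 active = activation above the mean of all tested compounds plus 3 SD, computed per campaign excluding outliers beyond control limits, cut at about 13% in these data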
Target sequence (P49862 whole entry, looked up): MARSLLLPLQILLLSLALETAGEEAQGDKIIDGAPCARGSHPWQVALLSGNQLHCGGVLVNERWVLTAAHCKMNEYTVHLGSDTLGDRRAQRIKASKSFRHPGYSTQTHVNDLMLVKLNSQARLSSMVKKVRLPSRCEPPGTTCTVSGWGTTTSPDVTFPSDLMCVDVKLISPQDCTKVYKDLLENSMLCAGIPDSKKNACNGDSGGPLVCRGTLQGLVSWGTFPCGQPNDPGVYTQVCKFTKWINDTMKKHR
Tn7 DDE FP: inhibitors of Tn7 peptide binding to fibrin DD(E), primary screen, biochemical, fluorescence polarization, human fibrin, Tn7 probe | inhibition, % at 8.3 µM | Fibrinogen beta chain (Homo sapiens), P02675 | FP displacement of FITC-Tn7 peptide from fibrin DD(E); 0% = median of compound wells per plate | 370,000 compounds, 0.13% hits;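 active = inhibition above the mean of compounds falling within the control limits plus 3 SD of them, cut at about 14% in these data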;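 note: 0% = plate median of compound wells and 100% = 10 µM Aha-Tn7 peptide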
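Assay system: Human fibrin DD(E) protein | Medium: Tris buffer with calcium and detergent, pH 7.8 | Reagent: 0.1 µM fluorescent Tn7 | Compound dosing: Single point at 8.3 µM | Times: 10 min preincubation, 3 h with tracer, room temperature | Detection: Fluorescence polarization of the labelled Tn7 tracer | Controls: Aha-Tn7 high control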
LEDGF integ inh: blockers of LEDGF/p75-dependent integrase strand transfer – biochemical, TR-FRET, high throughput, primary screen; 370,000 compounds, 0.64% hits; AID 743269, 2014; HIV-1 integrase (with human LEDGF/p75); TR-FRET IN-LEDGF/p75 DNA integration, Eu/Cy5; inhibition, % at 3.7 µM;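 active = inhibition above the screen-wide mean plus 3 SD, cut at about 13% in these data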;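 note: signal is the Cy5 over europium emission ratio at 671 and 618 nm; 0% = plate median of compound wells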
Tn6 DDE FP: inhibitors of Tn6 peptide binding to fibrin DD(E), primary screen, biochemical, fluorescence polarization, human fibrin, Tn6 probe | 370,000 compounds, 0.21% hits | inhibition, % at 8.3 µM | Fibrin DD(E) TRITC-Tn6 fluorescence polarization displacement;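 active = inhibition above a per-campaign cutoff: mean of compounds within control limits plus 3 SD, cut at about 15% in these data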;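 note: 0% = median of all compound wells on the plate and 100% = blocking peptide control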
UHRF1 binding: UHRF1 methylated DNA binding inhibitors, primary screen, counter-screen for MBD2 inhibitor project, biochemical, TR-FRET, human UHRF1, single concentration. E3 ubiquitin-protein ligase UHRF1 (Homo sapiens), Q96T88. UHRF1 binding to methylated oligo. inhibition, % at 4.4 µM. 370,000 compounds, 0.75% hits. AID 687016, 2013; in the data active = inhibition above about 21%;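 note: UHRF1 SRA domain binding a hemimethylated CpG hairpin DNA probe; 0% = median of test compound wells and 100% = reference inhibitor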
Target sequence (Q96T88 whole entry, looked up, the tested form may be a part): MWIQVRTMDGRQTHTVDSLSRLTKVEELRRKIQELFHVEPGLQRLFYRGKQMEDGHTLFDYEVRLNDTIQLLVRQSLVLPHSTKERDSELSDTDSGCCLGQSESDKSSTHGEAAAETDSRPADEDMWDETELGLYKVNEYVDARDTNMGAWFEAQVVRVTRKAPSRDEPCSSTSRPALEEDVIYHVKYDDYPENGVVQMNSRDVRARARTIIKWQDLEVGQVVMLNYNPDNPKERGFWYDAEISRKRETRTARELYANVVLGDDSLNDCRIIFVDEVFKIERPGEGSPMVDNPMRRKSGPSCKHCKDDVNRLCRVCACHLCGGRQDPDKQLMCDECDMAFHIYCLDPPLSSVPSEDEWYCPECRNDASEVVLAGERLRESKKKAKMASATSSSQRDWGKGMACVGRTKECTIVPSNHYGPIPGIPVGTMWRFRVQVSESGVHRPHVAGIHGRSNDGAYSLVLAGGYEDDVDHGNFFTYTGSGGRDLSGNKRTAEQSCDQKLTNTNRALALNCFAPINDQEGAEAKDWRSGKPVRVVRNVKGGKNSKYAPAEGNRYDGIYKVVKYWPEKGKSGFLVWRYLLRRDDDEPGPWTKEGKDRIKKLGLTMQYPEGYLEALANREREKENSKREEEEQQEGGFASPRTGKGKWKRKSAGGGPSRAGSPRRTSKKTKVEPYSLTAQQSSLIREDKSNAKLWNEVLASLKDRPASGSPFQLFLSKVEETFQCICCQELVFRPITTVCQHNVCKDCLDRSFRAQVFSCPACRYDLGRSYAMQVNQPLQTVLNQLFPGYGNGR
An asterisk follows results filed as active; / = not tested or not shown.

SMILES	TDP2 absorb	MBD2 inh	PRMT1 FP inh	TCR CD3 inh	SIAE primary	KLK7 zymogen act	Tn7 DDE FP	LEDGF integ inh	Tn6 DDE FP	UHRF1 binding
COc1ccc(CCNC(=O)CC2Oc3ccc(Cl)cc3NC2=O)cc1OC (stereo not given)	0	0	-2	3	-5	-0.1	6	-1	-4	1
Cc1cc(C)cc(C(=O)Nc2cc3c4c(c2)CC(=O)N4CCC3)c1	-11	5	-1	1	0	-0.2	6	-2	0	-2
COc1ccc(C2=NOC(C(=O)N3CCCc4ccccc43)C2)cc1 (stereo not given)	4	6	0	6	1	0.2	5	0	4	1
COc1ccccc1N1CCN(c2ccc3c(c2)S(=O)(=O)c2cccc(C(=O)NCC4CC4)c2C3=O)CC1	0	-2	-2	-7	2	-0.2	5	0	4	-1
Cn1c(SCC(=O)N2CCc3ccccc3C2)nnc1-c1ccncc1	3	2	-2	-6	2	0.3	-5	1	-8	-5
CCOC(=O)C1NN=C(C(=O)c2ccc(C)cc2)C1c1ccc(C)cc1 (stereo not given)	-3	1	4	-5	2	-0.3	-9	0	6	3
O=C(O)c1c2c(nc3ccc(S(=O)(=O)N4CCC(C(=O)NCc5ccc(Cl)cc5)CC4)cc13)CCCC2	7	-8	3	2	5	-0.9	-4	0	8	-3
CCCn1c(N)c(N(CCOC)C(=O)c2ccc(-c3ccccc3)cc2)c(=O)[nH]c1=O	-3	11	6	-7	8	0.9	1	2	6	5
Cc1cccc(NC(=O)Cc2ccc(-c3ccccc3)cc2)n1	5	-6	3	4	7	-0.2	-8	4	-10	0
COc1ccc(S(=O)(=O)NCC(=O)NCc2cc(=O)n(C)c(=O)n2C)cc1	-14	2	-4	7	14	0.5	-4	2	6	1
Cc1ccc(-c2ccc(=O)n(CC(=O)NCCCN3CCCCC3)n2)cc1	5	-1	-2	-3	5	0.5	7	-2	5	-5
CC(C)(CNC(=O)Cc1ccc(Br)cc1)N1CCOCC1	10	0	-3	1	-5	0.2	-4	1	-7	-2
O=C1CCC(=O)N1c1ccc(-c2nc3sc4c(c3c(=O)o2)CCC4)cc1	0	6	1	-11	4	0.1	2	-1	0	1
Cc1cc(CNC(=O)c2cc(COc3c(F)cccc3F)on2)nn1C	10	2	1	3	2	0.0	-3	-1	1	0
CCOc1ccc(NC(=O)CSc2ncn[nH]2)cc1	-7	4	-1	9	4	0.4	1	1	-3	-1
CC(C)=CC1C(C(=O)NCCOc2ccccc2)C1(C)C (stereo not given)	2	2	4	9	3	-0.3	-7	0	-3	1
C=CC[C@@H](CC(=O)NCCO)C(=O)N[C@@H](COC(=O)[C@@H](CC=C)Cc1ccc(F)cc1)Cc1ccccc1	3	0	2	6	-5	0.1	-4	-1	0	0
S=c1[nH]nc(CNc2ccc(Cl)cc2)n1Cc1ccccc1	-9	3	4	-2	6	0.1	-2	1	8	-2
CC(=O)Oc1ccc(NC(=O)CSc2ccccc2)cc1	-10	-5	-2	6	4	-0.4	8	-3	3	-1
CC(C)CCN1CCN(Cc2coc3ccccc3c2=O)CC1CCO (stereo not given)	4	-1	1	-9	0	0.6	1	4	-2	2
COc1cccc(/C=N/NC(=O)CN2CC(c3ccccc3)CC2=O)c1OC (stereo not given)	5	1	2	-4	0	1.2	8	-1	5	2
O=C(CCCN1C(=O)c2ccccc2C1=O)NCCN1C(=O)S/C(=C\c2cccs2)C1=O	-2	0	-3	4	9	0.2	3	9	4	-2
COc1cccc(Sc2ccccc2CN(C)C)c1	-19	9	5	-3	0	0.5	8	-8	-6	7
CCOC(=O)C1CCN(C(=O)c2cc(OCC)c(OCC)c(OCC)c2)CC1	15	-4	-1	-2	1	0.5	-2	-1	3	-1
CC(C)(C)C(=O)COC(=O)c1cc(-c2cccnc2)nc2ccccc12	-7	2	2	-6	-11	-5.9	-6	-6	1	-2
COc1cccc(CNCCOCCO)c1OC	-8	3	3	0	2	0.0	-7	-4	0	0
Cc1ccccc1N1CCN(Cc2nc(Cc3ccccc3)no2)CC1	14	0	2	2	6	-0.1	3	0	2	-1
O=C(NN1C(=O)/C(=C/c2ccc(O)cc2)SC1=S)c1cccc(O)c1	-4	-6	-3	-30	-37	0.5	-26	5	-3	-1
O=C(NNC(=O)c1cc2ccccc2oc1=O)c1ccccc1	-9	4	9	-8	-7	0.1	-6	-1	-7	4
CCc1ccc(N2CCN(C(=O)N3CCOCC3)CC2)cc1	2	-4	-2	2	2	0.6	-4	4	1	-5
Cc1cc(CSc2ccccc2)ccc1NC(=O)COc1ccccc1	3	2	-3	-1	3	-0.3	-1	1	-1	0
COc1cc(-c2nc3c4ccccc4nc(=S)n3[nH]2)cc(OC)c1OC	12	-6	-8	0	-8	-0.3	5	4	6	-9
Cc1oc(-c2ccccc2F)nc1CS(=O)(=O)CC(=O)NCCN(C)C1CCCCC1	7	1	-5	2	1	-0.1	1	2	0	-1
O=C1/C(=C/c2ccc(F)cc2)SC(=S)N1NS(=O)(=O)c1ccccc1	-19	0	4	-4	-4	-0.4	-4	4	-1	-1
Cc1cc(CNC(=S)Nc2ccc(S(=O)(=O)Nc3ncccn3)cc2)nn1C	-2	-2	-1	9	1	-0.6	2	1	11	1
CC(=O)c1ccc(C(C)(C)c2ccc(C(C)=O)s2)s1	-2	-2	0	5	5	0.5	1	-3	-4	-2
CC(C)[C@H](NS(=O)(=O)c1ccc(F)cc1F)C(=O)N1CCC[C@H]1C(=O)NCCc1ccccc1Cl	6	2	4	-5	0	0.5	1	-5	-4	-1
CC(C)n1nc(C(=O)NNC(=O)c2ccc(OC(F)F)cc2)c2ccccc2c1=O	2	1	-3	-2	0	-0.2	-2	-1	0	-1
COc1ccc(C(=O)O/N=C(\N)Cc2ccc([N+](=O)[O-])cc2)c(OC)c1	-16	4	15	-8	-6	-0.4	4	-4	-9	5
O=C(NCCc1ccccc1)C1CCCN1S(=O)(=O)c1cccc2nsnc12 (stereo not given)	-2	3	4	6	-4	-0.2	-8	-1	1	1
c1ccc2c(c1)oc1c(Nc3ccc4c(c3)OCO4)ncnc12	3	3	-5	3	-5	0.7	3	-1	-4	-4
CCc1nc2c(OCC(=O)N3CCOCC3)cccn2c1N(C)C(=O)COc1ccccc1	9	-6	3	-1	8	-0.4	8	-1	6	-3
CCc1ccccc1NC(=O)C1CCCN1S(=O)(=O)c1ccc(-c2ccc(=O)[nH]n2)s1 (stereo not given)	11	7	10	-4	-8	0.1	-8	-1	-3	0
Cc1ccc(NC(=O)OC2CCC23CCCCC3)cc1 (stereo not given)	-3	4	-2	/	0	-0.2	-1	-1	4	2
CCOc1ccc(N(C)S(=O)(=O)c2ccc(C)c(C(=O)NCCc3ccc(OC)cc3)c2)cc1	8	3	0	14	-1	0.3	-1	-3	4	3
Cc1ccc(-n2c(SCC(=O)Nc3cccc(S(N)(=O)=O)c3)nc3ccccc32)cc1	-1	-6	0	11	-26	-0.1	3	4	-5	1
N#CC(=C(O)COC(=O)CCCNC(=O)c1ccc(Cl)cc1)c1nc2ccccc2[nH]1	7	2	4	5	6	-0.5	9	-1	-10	-4
CC(=O)c1cccc(CN2CCC(n3nccc3NC(=O)c3ccc4c(c3)OCO4)CC2)c1	4	2	-1	14	-5	-0.3	2	-1	5	0
Cc1ccc(O)c(NC(=S)NC(=O)CC(C)C)c1	6	-4	-1	1	7	0.7	-4	0	-3	-3
Cn1c(N/N=C/c2ccccc2)nc2sc3c(c2c1=O)CCC3	4	2	1	6	8	-1.3	-2	1	3	-4
Cc1ccccc1C(=O)NC1CC2CCCC(C1)N2CC(C)C (stereo not given)	10	2	0	4	5	0.1	5	0	2	-1
C/C(Cc1nnn(-c2cc(C)on2)n1)=N\O	1	1	1	2	0	0.2	7	-3	5	-1
O=C(CSc1ccccn1)N/N=C/c1ccccc1[N+](=O)[O-]	12	2	-3	-2	8	1.0	-2	-2	-1	-4
Cc1ccc(S(=O)(=O)Nc2nc(C)c(C(=O)NN)s2)cc1	-17	5	3	2	3	0.2	4	-2	-3	2
O=C(Cc1ccc(NC2=NC3CS(=O)(=O)CC3S2)cc1)Nc1ccc(F)cc1 (stereo not given)	-7	-1	-1	-4	0	-0.3	-13	3	0	1
C=CCOC(=O)N1CCC(NS(=O)(=O)c2ccc3c(c2)CCN3C(C)=O)CC1	1	4	4	/	1	-0.9	-1	0	-4	4
CCN1CCCc2cc(CN(CCN3CCOCC3)C(=S)Nc3ccc(OC)c(Cl)c3)ccc21	-5	0	-2	4	3	0.5	-7	1	-3	0
CCCC(=O)Nc1ccc(C(=O)NCc2ccccn2)cc1	-5	-4	-3	-2	5	-0.3	-5	-2	5	2
Cc1cc(C(=O)CCl)c(C)n1-c1cccc(S(=O)(=O)N2CCOCC2)c1	-5	3	8	0	1	1.1	9	-1	0	4
CN(C)S(=O)(=O)c1cc(NC(=O)COC(=O)Cc2ccc(Cl)cc2Cl)ccc1Cl	3	2	2	3	-18	-0.5	-4	3	4	2

Record cards (already shown). Order of values: TDP2 absorb	MBD2 inh	PRMT1 FP inh	TCR CD3 inh	SIAE primary	KLK7 zymogen act	Tn7 DDE FP	LEDGF integ inh	Tn6 DDE FP	UHRF1 binding
COc1cccc(CNCCOCCO)c1OC is entered as -8	3	3	0	2	0.0	-7	-4	0	0
CCc1ccccc1NC(=O)C1CCCN1S(=O)(=O)c1ccc(-c2ccc(=O)[nH]n2)s1 (stereo not given) is entered as 11	7	10	-4	-8	0.1	-8	-1	-3	0

Continuation.
SMILES	TDP2 absorb	MBD2 inh	PRMT1 FP inh	TCR CD3 inh	SIAE primary	KLK7 zymogen act	Tn7 DDE FP	LEDGF integ inh	Tn6 DDE FP	UHRF1 binding
O=C(CN1C(=O)NC2(CCc3ccccc32)C1=O)NCc1cccc(C(F)(F)F)c1 (stereo not given)	-11	-5	-2	0	-5	0.3	1	-4	1	-1
CC(=O)Nc1ccc(SCC(=O)c2cc(C)n(C)c2C)cc1	-8	1	36*	0	6	-0.7	2	-2	2	-1
O=C(CCC(=O)c1ccccc1)NCCOc1ccccc1	-4	1	-2	8	0	0.5	0	1	2	-3
CN(CC(=O)Nc1ccccc1Cl)C(=O)COC(=O)Cc1c(F)cccc1Cl	2	2	-1	-2	-7	0.1	-4	2	6	2
